Screening data (PubChem BioAssay)
NPC1 prom act: activators of NPC1 promoter. Huh7 NPC1 promoter luciferase reporter, 24 h. Potency, µM (top dose mostly 9.22 µM), for inactives: at the highest dose activation, hits mostly activators. 320,000 tested, 2.4% active. AID 485313;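 also: potency is read from the fitted curve at half-maximal effect; % of control where 0% means no effect; nearly all actives have a fitted effect of over 60% in size; reporter is driven by a mutant NPC1 promoter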
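Luminescence from an NPC1 promoter-driven luciferase reporter in stably transfected Huh7 cells was measured after 24 h compound treatment at 37 °C, followed by 10 min ambient incubation with luciferase detection reagent.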
Tb PFK block: inhibitors of T. brucei phosphofructokinase; T. brucei PFK, ADP-Glo luminescence; 330,000 tested, 0.17% active; O15648; Potency, µM (highest dose often 57.5 µM), without a hit: at the highest dose activity, negative = inhibition, hits mostly inhibitors;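 also: potency is read from the fitted curve at half-maximal effect; 0% = uninhibited 1x PFK enzyme wells and -100% = no-enzyme wells; nearly all actives have a fitted effect of over 60% in size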
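Compounds were pin-transferred as a titration series up to 57 uM into substrate buffer (0.5 mM F6P, 0.1 mM ATP, pH 8.0), then 1.25 nM PFK was added and reactions ran 45 min before ADP-Glo detection.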
RORg inh: ROR gamma (mouse) transcription inhibition; Potency, µM (titrated, usually from 53.6 µM), for the others: at the top dose activity change, negative = inhibition, hits mostly inhibitors; P51450; Drosophila S2 Gal4-RORgamma UAS-luciferase reporter, 20 h; 310,000 tested, 5.4% active; also: potency is read from the fitted curve at half-maximal effect; % is scaled to controls: 0 for no effect and ±100 for the full control effect; nearly all actives have a fitted effect of over 60% in size
Target sequence (P51450 whole entry, looked up, the tested form may be a part): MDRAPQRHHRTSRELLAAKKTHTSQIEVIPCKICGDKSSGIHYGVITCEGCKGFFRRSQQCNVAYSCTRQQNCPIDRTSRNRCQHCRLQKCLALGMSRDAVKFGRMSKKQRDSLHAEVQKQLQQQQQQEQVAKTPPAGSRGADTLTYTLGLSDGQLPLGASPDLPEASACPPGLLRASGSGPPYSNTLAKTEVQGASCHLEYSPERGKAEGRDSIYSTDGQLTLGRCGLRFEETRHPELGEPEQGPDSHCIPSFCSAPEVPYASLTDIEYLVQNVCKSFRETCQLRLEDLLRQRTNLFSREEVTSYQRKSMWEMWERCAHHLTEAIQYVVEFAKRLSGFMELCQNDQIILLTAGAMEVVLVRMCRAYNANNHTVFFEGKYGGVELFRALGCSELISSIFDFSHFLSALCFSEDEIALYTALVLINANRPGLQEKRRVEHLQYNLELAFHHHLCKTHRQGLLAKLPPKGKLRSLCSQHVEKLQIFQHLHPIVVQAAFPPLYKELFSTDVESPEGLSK
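Schneider cells (Drosophila), stable Gal4 DBD–ROR gamma + UAS-luc; 1 hr cmpd preincubation; Cu2+ induction 700 uM final; 20 hr ambient; luminescence.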
Gal4-VP16 FLuc: inhibits Gal4-VP16 luciferase reporter, ROR gamma counter-screen | Potency, µM (titrated, usually from 53.6 µM), for the others: at the highest dose activity, negative = inhibition, most hits filed as inhibitors | 310,000 tested, 3.5% active | Drosophila S2 Gal4-VP16 UAS-luciferase, luminescence, 20 h | AID 2546;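 also: Gal4-VP16 expression switched on by copper sulfate through the metallothionein promoter; potency is read from the fitted curve at half-maximal effect; % is scaled to controls: 0 for no effect and ±100 for the full control effect; nearly all actives have a fitted effect of over 50% in size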
ELG1 genotoxic: induces genotoxicity in HEK293T cells with luciferase-tagged ELG1 | HEK293T ELG1-luciferase reporter, luminescence, 16 h | Potency, µM (titrated, usually from 46 µM), inactives show at the top dose activity change, positive = activation, usual class: activators | 330,000 tested, 1.3% active; also: potency is read from the fitted curve at half-maximal effect; % of control where 0% means no effect; nearly all actives have a fitted effect of over 60% in size
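Genotoxicity was scored as increased ELG1-luciferase reporter signal, measured by ONE-Glo luminescence (30 min, room temperature). Compound or vehicle exposure of the HEK293T reporter cells lasted 16 hr at 37°C.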
Coupling enz: coupling enzyme interference in Giardia aldolase counter-screen. 290,000 tested, 0.67% active. activity change, negative = inhibition, % at 58.2 µM, hits read low. AID 2472. coupling enzyme system counterscreen, AmpLite Red fluorescence; in the data active = activity change below about -30%; also: % is scaled to controls: 0 for no effect and ±100 for the full control effect
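Fluorescence at 525 nm excitation and 598 nm emission measured inhibition of the coupled detection system without aldolase. Compounds (at 57.5 uM final) were preincubated 10 min at room temperature with coupling enzyme reagent before a 20 min substrate/AmpLite Red step.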
FLuc modulator: inhibits or activates purified firefly luciferase, miR-21 counter-screen | purified FLuc, Km substrates, luminescence inhibition | P08659 | Potency, µM (doses to about 57.5 µM), for inactives: at the highest dose activity change, negative = inhibition, hits mostly inhibitors | 360,000 tested, 6.9% active;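 also: potency is read from the fitted curve at half-maximal effect; plate controls were vehicle for no effect and reference inhibitor for full effect; nearly all actives have a fitted effect of over 55% in size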
Target sequence (P08659 whole entry, looked up): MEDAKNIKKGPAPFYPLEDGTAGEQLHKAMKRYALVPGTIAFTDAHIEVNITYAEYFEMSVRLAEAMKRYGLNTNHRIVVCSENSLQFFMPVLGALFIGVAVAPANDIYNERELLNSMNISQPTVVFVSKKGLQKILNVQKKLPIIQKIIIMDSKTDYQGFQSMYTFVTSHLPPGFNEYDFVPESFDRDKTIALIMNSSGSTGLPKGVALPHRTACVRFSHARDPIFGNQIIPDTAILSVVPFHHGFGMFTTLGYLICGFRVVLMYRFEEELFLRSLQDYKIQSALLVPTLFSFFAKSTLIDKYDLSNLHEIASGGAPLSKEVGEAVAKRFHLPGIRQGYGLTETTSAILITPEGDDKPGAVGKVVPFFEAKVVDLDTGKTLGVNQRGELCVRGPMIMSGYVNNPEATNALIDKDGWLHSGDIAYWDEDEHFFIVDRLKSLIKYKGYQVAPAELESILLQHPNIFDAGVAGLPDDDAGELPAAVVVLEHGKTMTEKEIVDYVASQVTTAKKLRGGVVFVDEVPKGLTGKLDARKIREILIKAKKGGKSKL
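Purified P. pyralis luciferase, 10 nM final, with Km-level 10 uM D-luciferin and 10 uM ATP in 50 mM Tris acetate pH 7.5, 10 mM Mg acetate, 0.01% Tween-20, 0.05% BSA; 6-point qHTS titration about 60 µM downward; luminescence read.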
Rab9 prom act: Rab9 promoter activation; AID 485297; Potency, µM (doses to about 9.22 µM), for the others: at the highest dose activation, negative = inhibition, usual class: activators; Huh7 Rab9 promoter-luciferase reporter, luminescence, 24 h; 320,000 tested, 2.8% active; also: potency is read from the fitted curve at half-maximal effect; % of control where 0% means no effect; nearly all actives have a fitted effect of over 60% in size
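Rab9 promoter-driven luciferase in stably transfected Huh7 cells; 1500 cells/well rested 2 h, exposed to compound in DMSO for 24 h at 37 °C, 5% CO2. Luminescence read 10 min after adding luciferase reagent at ambient temperature.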
KCNH2 3.1 block: KCNH2 3.1 (human) potassium channel inhibition; 340,000 tested, 0.95% active; activity change, % (tested at about 1.8 µM); U2OS KCNH2 3.1, thallium flux FluxOr; hits give low values; AID 720553;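 active = maximum activity change below -70%; inconclusive = maximum activity change from -70% to -50%; inactive = maximum activity change above -50%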;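 also: thallium influx rate constant from kinetic fluorescence after stimulation buffer; % is scaled to controls: 0 for no effect and ±100 for the full control effect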
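Steps: virus added to U2OS suspension (4 h, RT, dark); medium with 10% FBS added, cells plated, 37 C overnight; FluxOr/Red40 loading buffer 45 min RT; stimulation buffer, 2 min kinetic read; rate constant normalized.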
Giardia kill: Giardia lamblia killing; Giardia lamblia trophozoite viability; activity change, % at 7.66 µM, hits read low; 340,000 tested, 0.15% active; in the data active = activity change below about -80%; inconclusive = between about -30% and that limit;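 also: parasites exposed to compound for two days anaerobically before the ATP read; % is scaled to controls: 0 for no effect and ±100 for the full control effect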
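Viability, read as ATP luminescence: trophozoites at 100 cells/well, compound added, 48 hrs anaerobic at 37 deg C, then 15-30 min room-temperature development before reading.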
uPA generation: blocks generation of uPA at the cell surface | cell surface uPA generation assay, qHTS | Potency, µM (highest dose often 38.3 µM), for inactives: at the highest dose activity change, negative = inhibition, most hits filed as inhibitors | 330,000 tested, 0.31% active; active = well fitted inhibition curve with a large enough effect; inconclusive = small, poorly fitted or top-dose-only effect; inactive = no such curve, though single readings can be large or run the other way; tested in mouse RAW 264.7 cells; also: potency is read from the fitted curve at half-maximal effect; % is scaled to controls: 0 for no effect and ±100 for the full control effect; nearly all actives have a fitted effect of over 55% in size
* hit, by the source's call; ? = inconclusive; / = not tested or not shown; [ ] = another dose, or the depositor's remark. Unless noted, calls follow the shape of the dose curve; as a rule, active = well fitted curve in the direction sought with a large enough effect; inconclusive = small, poorly fitted or top-dose-only effect, or another doubt; inactive = no such curve, though single readings can be large; an effect the other way counts as inactive or inconclusive.

Structure	NPC1 prom act	Tb PFK block	RORg inh	Gal4-VP16 FLuc	ELG1 genotoxic	Coupling enz	FLuc modulator	Rab9 prom act	KCNH2 3.1 block	Giardia kill	uPA generation
Cc1nc(C(=O)NCCCO)cc2c1[nH]c1ccccc12	-1%	-3%	9%	-9%	10%	1	?	5%	2	20	-5%
Nc1[nH]ncc1-c1ccccc1	1%	-2%	-21%	-7%	3%	0	4%	-9%	27	-8	-8%
Cc1cc(C)c(NC(=O)CS(=O)CC(=O)N2CCN(c3cccc(C)c3C)CC2)c(C)c1 (stereo not given)	-9%	-6%	-2%	1%	-15%	0	3%	0%	-12	-4	-7%
O=C(Oc1cccc(C(=S)N2CCOCC2)c1)c1ccccc1	-4%	?	2%	4%	0%	0	-7%	-3%	-10	-11	-1%
COc1ccc2c(c1)OC[C@H]1[C@H]2N2C(=O)c3ccc(C)cc3NC(=O)[C@@]2(C)[C@H]1c1ccccc1	/	6%	/	/	1%	/	/	/	-25	21	?
Cc1ccc(NC(=O)c2cc(S(=O)(=O)NCCc3ccccc3)ccc2F)cc1Cl	0%	2%	?	?	-2%	0	-4%	-4%	-9	-1	-11%
O=C(Nc1cccnc1)c1cc(-c2ccc(Br)cc2)on1	-1%	1%	11%	-11%	5.8µM*	1	2.1µM*	0%	-6	?	5%
Cc1ccc(Cl)cc1N1CCN(S(=O)(=O)c2cnc[nH]2)CC1	1%	4%	31%	-4%	-2%	-1	-1%	-11%	0	6	8%
C=CCNC(=O)NC(=O)COC(=O)[C@H](C)NS(=O)(=O)c1c(C)c(C)cc(C)c1C	-6%	1%	14%	-8%	-1%	1	2%	-4%	-10	-22	-9%
COc1cccc(COc2ccc3c(C)cc(=O)oc3c2)c1	2.2µM*	1%	-2%	4%	7.3µM*	0	3µM*	2.8µM*	15	-7	-7%
CCS(=O)(=O)N1CCN(C(=O)CCC2CCCC2)CC1	4%	1%	-21%	-6%	-1%	-1	-8%	-2%	4	7	5%
CCCn1cc(CN2CCC(N3CCC(C(=O)N4CCOCC4)CC3)CC2)c(C)n1	-2%	4%	-38%	-17%	0%	1	4%	-2%	-11	-6	1%
COCCN1Cc2cccc(C(=O)Nc3c(C)cc(C)cc3C)c2C1=O	3%	7%	-1%	-1%	4%	11	6%	5%	-11	50[activator]	3%
CCOc1cc(CN2CCOCC2)cc(C(C)=O)c1	-1%	-1%	2%	-9%	1%	3	0%	12%	0	0	7%
O=C(CCS(=O)(=O)c1ccc(F)cc1)Nc1nnc(-c2ccco2)o1	2%	-1%	/	/	-2%	/	2%	-1%	-10	-22	-13%
CS(=O)(=O)N1CCN(CCN2C(=O)c3cccc4cccc(c34)C2=O)CC1	-5%	-8%	0%	7%	1%	2	-1%	-8%	-7	9	-3%
C/C(Cn1cnc([N+](=O)[O-])n1)=N\NC(=O)c1ccc(F)cc1	-2%	-2%	-43%	-9%	3%	-7	-3%	1%	0	15	1%
COc1ccc(CN2CCN(C(=O)c3ccc4c(c3)CCC4)CC2)cc1OC	/	1%	/	/	0%	/	/	/	-2	2	-5%
CN(C(=O)CSc1nnc(Cc2ccccc2F)n1N)C1CCCCC1	/	8%	/	/	18%	/	/	/	-38	-5	1%
O=c1oc2c(CN3CCCCCC3)c(O)ccc2cc1-c1nc2ccccc2[nH]1	22%	-5%	15%	0%	8%	0	?	?	/	/	/
COc1ccccc1OCC(=O)Nc1ccccc1C(=O)NCc1cccnc1	-3%	-6%	9%	3%	-10%	0	0%	-4%	-2	-1	-2%
COc1cc(-c2cc(C(=O)Nc3ccc(S(=O)(=O)Nc4ncccn4)cc3)c3ccccc3n2)cc(OC)c1OC	-3%	3%	-35%	11µM*	0%	2	?	12%	15	-8	-1%
O=C1CCc2cc(S(=O)(=O)Nc3ccccc3F)ccc2N1	-3%	3%	/	/	1%	/	4%	-3%	7	7	0%
Cc1cccc(Nc2nnc(SCC(=O)NC(=O)CN3CCCC3=O)s2)c1	-1%	-3%	/	/	7%	/	9.5µM*	-5%	-6	-19	?
CCCN1C2=C(C(=O)CC(C)(C)C2)C(c2ccc(F)cc2)C2=C1c1ccccc1C2=O (stereo not given)	0%	-4%	32%	3%	-6%	3	?	-1%	4	-1	/
Cc1cccc(C)c1NC(=O)c1cccc(N2C(=O)C3CCC(C)CC3C2=O)c1 (stereo not given)	-3%	0%	/	/	1%	3	0%	2%	13	-14	-5%
Cc1cccc(C)c1NC(=O)C(c1ccccc1)N1CCN(C(=O)c2ccco2)CC1 (stereo not given)	-2%	-2%	24%	20%	0%	0	1%	-7%	9	-5	-4%
Cc1cc(C)c(S(=O)(=O)c2ccccc2Cl)c(Cl)n1	-10%	-3%	-15%	-13%	2%	-12	-6%	-3%	/	/	/
NC(=O)C1CCN(C(=O)CNC(=O)c2ccccc2)CC1	-1%	2%	-3%	0%	1%	0	-1%	1%	-3	-29	/
O=C1[C@@H]2CSCN2C(=O)CN1Cc1ccccc1F	0%	0%	11%	-3%	-2%	1	0%	-5%	-3	-6	-2%
CN(CC(=O)O)S(=O)(=O)c1ccc(F)cc1	-1%	0%	2%	-3%	0%	6	0%	-6%	3	-11	16%
CCC(=O)n1nc(-c2ccc(Cl)cc2)nc1SC	28%	26%	21%	-13%	?	1	?	?	-6	-12	1%
O=C(CSc1ccc2ccccc2c1)NCc1cccs1	-1%	0%	18%	-5%	1%	0	-15%	-7%	-14	-13	-6%
C=CCNc1nc2ccccc2c(=O)[nH]1	-2%	-8%	18%	25%	0%	0	2%	-31%[inhibitor]	0	17	0%
Cn1cc(CC(=O)N2CCN(c3ccc(Cl)cc3)CC2)c2ccccc21	4%	1%	0%	-12%	-8%	0	1%	6%	-17	-5	-4%
CC(C)NC(=O)COC(=O)C1CSC2(c3ccc(Br)cc3)CCC(=O)N12 (stereo not given)	-4%	-5%	-28%	1%	-4%	4	1%	-6%	-3	15	2%

Complete entries from above:
Results for O=C1[C@@H]2CSCN2C(=O)CN1Cc1ccccc1F : NPC1 prom act: 0%; Tb PFK block: 0%; RORg inh: 11%; Gal4-VP16 FLuc: -3%; ELG1 genotoxic: -2%; Coupling enz: 1; FLuc modulator: 0%; Rab9 prom act: -5%; KCNH2 3.1 block: -3; Giardia kill: -6; uPA generation: -2%
Results for O=C(CSc1ccc2ccccc2c1)NCc1cccs1 : NPC1 prom act: -1%; Tb PFK block: 0%; RORg inh: 18%; Gal4-VP16 FLuc: -5%; ELG1 genotoxic: 1%; Coupling enz: 0; FLuc modulator: -15%; Rab9 prom act: -7%; KCNH2 3.1 block: -14; Giardia kill: -13; uPA generation: -6%

The list goes on.
Structure	NPC1 prom act	Tb PFK block	RORg inh	Gal4-VP16 FLuc	ELG1 genotoxic	Coupling enz	FLuc modulator	Rab9 prom act	KCNH2 3.1 block	Giardia kill	uPA generation
Cc1cc(/C=C(\C#N)C(=O)NC2CCCCCC2)c(C)n1C	14%	1%	41%	5%	-2%	1	-10%	19%	2	-7	1%
COc1ccc(CCNC(=O)CN(Cc2ccc(Cl)cc2)S(C)(=O)=O)cc1	-4%	0%	23%	6%	-2%	0	0%	-2%	-2	0	-2%
O=C(Nc1nsc(-c2ccccc2)n1)c1cccs1	1.6µM*	3%	?	13%	0.58µM*	3	4.3µM*	1.1µM*	-16	-28	-9%
Cc1cc(C)cc(NC(=O)/C=C/c2ccc([N+](=O)[O-])s2)c1	-8%	?	0%	-12%	18%	4	-1%	-1%	9	?	-12%
CCOC(=O)C1=C(C)Nc2nc3ccccc3n2C1c1ccncc1 (stereo not given)	1%	-4%	-22%	6%	-4%	1	0%	-3%	27	9	-2%
CC(=O)c1cccc(S(=O)(=O)Nc2ccccc2N2CCOCC2)c1	/	0%	/	/	3%	/	/	/	17	14	-11%
CC(C)OC(=O)CN1C(=O)C(C)(C)Oc2ccc(C(=O)NC3CC3)cc21	2%	-2%	25%	1%	-1%	-8	7%	-2%	3	11	2%
CC(=O)N1CC(c2ccccc2)C(c2ccc(Cl)cc2)=N1 (stereo not given)	-7%	0%	-9%	?	3%	0	4%	-3%	-16	6	-1%
